# XIAP antagonists: XIAP antagonists, biochemical, IAP family, fluorescence polarization (AID 1018); 0.007% of 200,000 active; displacement, % at 20 µM; hits with a dose series show IC50 in µM; XIAP BIR domain, fluorescence polarization peptide displacement; higher % means a stronger effect; in the data active = displacement above about 50%; also: a part of the inactive calls stands beside numbers as strong as those of hits
# TNAP activation fold: human TNAP enzyme activators, primary screen, biochemical, luminescent, no phosphate acceptor, uHTS (AID 1001) | one-dose activation fold at 20 µM; EC50 in µM for titrated hits | purified TNAP, luminescent activation assay, no phosphate acceptor; higher activation fold means a stronger effect | 0.03% of 200,000 active; in the data active = activation fold from about 3, or a potency from the dose series; inactive = the rest, 99 in 100 with activation fold below about 1.6; also: many of its hits are not listed in these tables
# KOR beta-arrestin-1: KOR antagonists, beta-arrestin recruitment, cell-based, luminescence, uHTS (AID 1778); KOR beta-arrestin recruitment, luminescence, antagonist mode; higher % means a stronger effect; inhibition, % at 10 µM; hits with a dose series show IC50 in µM; 0.091% of 290,000 active; also: strong numbers were not always called active
# NOD1 NF-kB reporter: NOD1 signaling inhibitors, primary screen, cell-based, luminescence, uHTS (AID 1578); 1% of 290,000 active; inhibition, % at 4 µM, or EC50 in µM where a hit was titrated; NOD1-driven NF-kB luciferase reporter cells, luminescence; higher % means a stronger effect; in the data active = inhibition mostly above about 36%, no sharp cut-off; inactive = mostly below about 34%;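 also: HEK-293T reporter cells stimulated with the NOD1 agonist gamma-tri-DAP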
# PMI inhibitors: MPI enzyme activity inhibition – biochemical, fluorescence intensity, coupled assay, primary screen (AID 1209); inhibition, % at 20 µM, or IC50 in µM where a hit was titrated; 0.42% of 190,000 active; purified PMI enzyme, coupled fluorescence intensity; higher % means a stronger effect;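 also: plate controls were DMSO vehicle for no effect and wells lacking substrate for full effect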
# PMI inhibition: MPI inhibition at elevated mannose 6-phosphate – biochemical, fluorescence intensity, high mannose 6-phosphate, primary screen (AID 1220); recombinant PMI enzyme, coupled fluorescence intensity; higher % means a stronger effect; inhibition, % at 20 µM; hits with a dose series show IC50 in µM; 0.66% of 190,000 active
# LYP inhibition: PTPN22 lymphoid phosphatase activity blockers – biochemical, fluorescence intensity, uHTS (AID 1779); recombinant LYP phosphatase, fluorescence intensity; higher % means a stronger effect; 0.054% of 290,000 active; one-dose inhibition, % at 11.5 µM; IC50 in µM for titrated hits;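 also: plate controls were vehicle with enzyme for no effect and no enzyme for full effect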
# NOD2 inhibition: inhibition of NOD2-driven NF-kB reporter – cell-based, luminescence, uHTS, HEK293 (AID 1566) | 0.63% of 290,000 active | inhibition, % at 4 µM, or EC50 in µM where a hit was titrated | HEK293 NOD2/NF-kB luciferase reporter, luminescence; higher % means a stronger effect; also: many of its hits are not listed in these tables
# KOR beta-arrestin-2: kappa opioid receptor activators – cell-based, luminescence, uHTS, primary screen (AID 1777). KOR beta-arrestin recruitment, luminescence; higher % means a stronger effect. activation, % at 10 µM; hits with a dose series show EC50 in µM. 0.02% of 280,000 active; in the data active = activation above about 50%, passing the limit was not always enough; also: a part of the inactive calls stands beside numbers as strong as those of hits
# * = called active by the depositor; nt = no result given; [ ] = remark or other dose. Rule as the data show it, unless noted: active = inhibition above about 50%; inactive = the rest. A portion of the library; the hit share may differ from the screen's.
1	O=c1ccnc(SCCc2ccccc2)[nH]1
2	CC(=O)Nc1ccc(OCc2cnc(Cl)s2)cc1
3	COc1ccccc1OC(C)C(=O)Nc1ccccc1C(=O)NCc1cccnc1 (stereo not given)
4	O=C(Nc1nc(=O)[nH]s1)c1ccccc1
5	COc1cc(-c2nc3n(n2)C(c2ccncc2)C2=C(CCCC2=O)N3)cc(OC)c1OC (stereo not given)
6	O=C(Nc1nc(-c2ccncc2)cs1)C1c2ccccc2Oc2ccccc21
7	O=C(CSCc1ccc(F)cc1)Nc1ccccc1
8	O=C(NCc1ccccc1)c1ccc(NC(=O)c2ccco2)cc1
9	O=C(Cn1c(-c2ccco2)nc2ccccc21)N1CCCCC1
10	Cc1ccc2oc(C(=O)N(C)Cc3ccc(C)o3)c(C)c2c1

Assay by compound,1,2,3,4,5,6,7,8,9,10
XIAP antagonists,nt,-7.5%,nt,-0.5%,3.9%,-1.0%,-4.6%,nt,-8.3%,nt
TNAP activation fold,nt,1.1,nt,1.2,1.1,1.1,1,nt,1.1,nt
KOR beta-arrestin-1,2.7%,-66.7%[20 µM],-39.6%,-47.3%,-21.1%,-16.6%,-20.5%,19.6%,nt,-8.2%
NOD1 NF-kB reporter,-20.6%,-11.0%,-5.8%,-45.7%,-27.0%,-3.0%,-4.7%,-41.8%,18.5%,-16.4%
PMI inhibitors,nt,1.3%,nt,-31.0%,-2.1%,-23.3%,6.9%,nt,1.7%,nt
PMI inhibition,nt,4.6%,nt,-8.2%,-3.7%,-33.0%,7.2%,nt,-1.0%,nt
LYP inhibition,-5.5%,-7.9%,-5.6%,1.4%,-1.8%,-5.0%,0.1%,-2.3%,-4.0%,-4.4%
NOD2 inhibition,-2.2%,-9.5%,-24.7%,-8.4%,-19.6%,14.6%,-6.2%,-8.7%,7.6%,12.8%
KOR beta-arrestin-2,-0.5%,2.0%,4.3%,1.7%,0.1%,-1.9%,-2.0%,1.2%,nt,2.0%

11	Cc1cc(Nc2cccc(Cl)c2)n2ncnc2n1
12	COC(=O)C1C(=O)C(C(=O)c2ccc([N+](=O)[O-])cc2)C(=O)CC1(C)C (stereo not given)
13	Clc1ccc(CO/N=C2\CCCc3nonc32)cc1
14	CCOC(=O)c1c(C)[nH]c(C(=O)OCc2ccccc2F)c1C
15	Cc1ncc(CN2CCCC(C(=O)Nc3ccc(-c4cccc(F)c4)cc3)C2)cn1 (stereo not given)
16	CC(C)(C)c1ccc(S(=O)(=O)O/N=C2/CCCCC2c2ccc([N+](=O)[O-])cc2[N+](=O)[O-])cc1 (stereo not given)
17	CCc1cc(C(=O)OC)c(NC(=O)CC2SC(=NC)N(C)C2=O)s1 (stereo not given)
18	COc1ccc(/C=C/C(=O)Nc2cccc(S(=O)(=O)N3CCCC3)c2)cc1OC
19	CC1=NNC(=O)C1CCC(=O)N/N=C/C(Br)=C/c1ccccc1 (stereo not given)
20	COc1ccc(-c2nc3cc(NC(=O)c4ccc5c(c4)OCO5)ccc3o2)cc1

Assay by compound,11,12,13,14,15,16,17,18,19,20
XIAP antagonists,-10.0%,nt,-6.3%,nt,nt,-4.2%,-10.9%,-8.0%,-6.8%,-5.1%
TNAP activation fold,1.1,nt,1.1,nt,nt,1,1,1.1,1,1
KOR beta-arrestin-1,8.2%,-26.5%[20 µM],0.1%,-43.1%,2.5%,3.9%,-51.7%[20 µM],-32.4%,17.7%,-105.3%
NOD1 NF-kB reporter,-15.1%,-25.7%,-22.7%,-63.0%,-34.0%,1.6%,-8.9%,3.6%,12.2%,17.4%
PMI inhibitors,3.7%,nt,8.0%,nt,nt,7.7%,4.3%,2.4%,-12.3%,0.0%
PMI inhibition,4.7%,nt,11.3%,nt,nt,-2.8%,2.3%,2.4%,-37.7%,-7.6%
LYP inhibition,-2.8%,-6.7%,-1.4%,-7.0%,-7.8%,-5.6%,-5.5%,6.0%,-0.2%,0.9%
NOD2 inhibition,11.5%,11.8%,21.7%,-110.9%,-21.8%,10.9%,18.5%,14.8%,2.2%,-19.4%
KOR beta-arrestin-2,0.4%,0.1%,-3.1%,5.1%,1.5%,34.6%,-4.7%,3.4%,-5.0%,23.6%

21	O=C(Nc1ccccc1N1CCCCC1)c1cccc(OC(F)F)c1
22	Cc1ccccc1C(=O)Nc1ccc2nc3n(c(=O)c2c1)CCC3
23	CCc1ccc2[nH]c(C)c(CN3CCCCCC3)c(=O)c2c1
24	CCn1nc(C)c(CNC(=O)C2CCC(=O)N(CCc3ccc(OC)cc3)C2)c1C (stereo not given)
25	C=CCNC(=S)NNc1nc2c(c(=O)[nH]1)C1(CCCCC1)Cc1ccccc1-2
26	Cc1noc(C)c1C(=O)Nc1sc(C)c(-c2ccccc2)c1C#N
27	O=C(CN1C(=O)NC2(CCc3ccccc3C2)C1=O)Nc1ccc(F)cc1 (stereo not given)
28	CC1Cc2cc(S(=O)(=O)N3CCC(C(=O)N(C)Cc4ccco4)CC3)ccc2N1C(=O)C1CCC1 (stereo not given)
29	CCc1nnc(NC(=O)CN2CCC(O)(c3ccccc3OC)CC2)s1
30	CCOC(=O)N1CCC(O)(c2cc(C)c(C)cc2C)CC1

Assay by compound,21,22,23,24,25,26,27,28,29,30
XIAP antagonists,nt,-3.8%,nt,nt,-13.8%,-2.4%,-1.9%,nt,-7.4%,-3.6%
TNAP activation fold,nt,1.1,nt,nt,1.8,1.1,1.1,nt,1.1,1.1
KOR beta-arrestin-1,-12.5%,21.1%,-7.5%,-49.7%,-13.8%,-9.4%,14.7%,-2.0%,-30.7%,-12.4%
NOD1 NF-kB reporter,15.1%,-22.4%,-12.6%,-25.1%,-18.3%,50.1%,-13.5%,-18.3%,-18.8%,-22.2%
PMI inhibitors,nt,-4.8%,nt,nt,23.7%,21.6%,7.7%,nt,8.8%,1.4%
PMI inhibition,nt,-6.3%,nt,nt,16.7%,22.3%,4.1%,nt,26.8%,2.5%
LYP inhibition,-2.4%,3.1%,-4.7%,2.0%,6.1%,0.2%,2.0%,-9.0%,-10.7%,-4.3%
NOD2 inhibition,-2.4%,4.4%,-13.8%,7.1%,10.1%,33.9%,13.2%,4.5%,-0.3%,13.4%
KOR beta-arrestin-2,-1.1%,-11.0%,-0.6%,1.3%,3.3%,2.4%,1.2%,-11.4%,0.3%,0.5%

31	CCc1cccc2[nH]c3cc([N+](=O)[O-])ccc3c12
32	CCCCC(=O)NC(Nc1sc2c(c1C(N)=O)CCCC2)(C(=O)OCC)C(F)(F)F (stereo not given)
33	CCOC(=O)[C@@H]1[C@H]2COc3ccccc3[C@H]2N2C(=O)N(c3ccc(Cl)cc3)C(=O)[C@@]12C
34	Cc1ccc(N2CC(C(=O)NC3=NCCS3)CC2=O)cc1 (stereo not given)
35	CC(C)(C)c1ccc(/C=C/C(=O)N2CCCCC2)cc1
36	CCOC(=O)C1=C(C)NC2=C(C(=O)OC2)C1c1ccccc1 (stereo not given)
37	Cc1ccc(S(=O)(=O)N(CC(=O)Nc2ccccc2C(=O)O)c2ccccc2)cc1
38	CSCC[C@H](NC(=O)NCCC1=CCCCC1)C(=O)O
39	CC(C)c1ccc(-c2nnn(CC(=O)N3CCCCC3)n2)cc1
40	COC(=O)C1=C(C)NC(C)=C(C(=O)OC)C1C(=O)OCC(=O)N1c2ccccc2CC1C (stereo not given)

Assay by compound,31,32,33,34,35,36,37,38,39,40
XIAP antagonists,nt,4.5%,nt,-7.8%,-2.4%,-5.0%,-6.8%,-5.8%,nt,-3.5%
TNAP activation fold,nt,1.1,nt,1.2,1.2,1.1,1.1,1.1,nt,1.1
KOR beta-arrestin-1,0.9%,-5.2%,-10.3%[20 µM],-5.5%,-26.8%[20 µM],-0.2%,3.2%,2.2%,-20.6%[20 µM],-7.0%
NOD1 NF-kB reporter,-1.7%,-30.8%,17.7%,-20.0%,-44.3%,-19.1%,-27.2%,-5.1%,-16.7%,7.6%
PMI inhibitors,nt,-3.8%,nt,6.0%,10.4%,0.8%,-3.6%,-15.9%,nt,0.1%
PMI inhibition,nt,27.6%,nt,1.7%,13.5%,0.5%,10.9%,-9.0%,nt,-3.6%
LYP inhibition,2.9%,0.4%,-6.0%,-7.7%,-1.1%,-3.8%,-1.9%,-3.9%,-4.3%,-7.1%
NOD2 inhibition,10.2%,2.7%,-5.2%,7.0%,-119.6%,-1.6%,8.3%,2.8%,1.4%,15.0%
KOR beta-arrestin-2,3.7%,0.0%,-2.8%,4.9%,-7.5%,-10.9%,-9.2%,3.2%,-5.3%,-3.5%

# Whole records from above. Screens in order: XIAP antagonists, TNAP activation fold, KOR beta-arrestin-1, NOD1 NF-kB reporter, PMI inhibitors, PMI inhibition, LYP inhibition, NOD2 inhibition, KOR beta-arrestin-2
# `Cc1ccc(N2CC(C(=O)NC3=NCCS3)CC2=O)cc1` (stereo not given) in the list: -7.8%, 1.2, -5.5%, -20.0%, 6.0%, 1.7%, -7.7%, 7.0%, 4.9%
# `Cc1ccc(S(=O)(=O)N(CC(=O)Nc2ccccc2C(=O)O)c2ccccc2)cc1` in the list: -6.8%, 1.1, 3.2%, -27.2%, -3.6%, 10.9%, -1.9%, 8.3%, -9.2%
# `CCc1cccc2[nH]c3cc([N+](=O)[O-])ccc3c12` in the list: nt, nt, 0.9%, -1.7%, nt, nt, 2.9%, 10.2%, 3.7%
# `CCOC(=O)[C@@H]1[C@H]2COc3ccccc3[C@H]2N2C(=O)N(c3ccc(Cl)cc3)C(=O)[C@@]12C` in the list: nt, nt, -10.3%[20 µM], 17.7%, nt, nt, -6.0%, -5.2%, -2.8%

# (next part)
41	COc1ccc(CNC(=O)[C@@H](NC(=O)C2CCN(C(=O)[C@@H](N)Cc3ccccc3)CC2)C(C)C)cc1
42	COCCN(CCOC)C(=O)c1c[nH]c2ccc(S(=O)(=O)N(C)c3ccc(F)cc3)cc2c1=O
43	COCCNC(=O)CN(c1ccc(C)cc1)S(=O)(=O)c1ccc(SC)cc1
44	CCOC(=O)c1cnn(-c2nc3c(C)cccc3s2)c1C(F)(F)F
45	CCOc1ccccc1-c1cc(C(=O)N/N=C/c2ccc3c(c2)OCO3)c2ccccc2n1
46	COc1cc2c(cc1OC)CN(CC(=O)Nc1cccc(C(F)(F)F)c1)CC2
47	Cc1nc(-c2ccccc2)sc1C(=O)CSc1ccccc1
48	O=C(COc1c(Br)cc(Br)c2cccnc12)Nc1ccccc1F
49	Cc1cc(OC(C)C(=O)Nc2ccc(S(=O)(=O)Nc3onc(C)c3C)cc2)cc(C)c1Cl (stereo not given)
50	COc1ccc(C(=O)COc2ccc(C)cc2NC(C)=O)cc1

Assay by compound,41,42,43,44,45,46,47,48,49,50
XIAP antagonists,nt,-4.7%,-3.7%,0.0%,-0.7%,nt,-8.9%,-9.9%,nt,nt
TNAP activation fold,nt,1.1,1,1,1,nt,1,1.1,nt,nt
KOR beta-arrestin-1,-19.9%[20 µM],-11.2%,-10.5%,-6.6%,2.5%,8.4%,19.2%,-12.5%,9.2%,-6.4%
NOD1 NF-kB reporter,13.3%,-10.6%,-44.5%,7.3%,-23.3%,2.7%,-32.9%,-34.7%,-25.5%,-12.6%
PMI inhibitors,nt,8.3%,-11.2%,14.9%,10.8%,nt,16.0%,-50.4%,nt,nt
PMI inhibition,nt,3.9%,1.1%,10.6%,14.8%,nt,19.9%,1.0%,nt,nt
LYP inhibition,-4.9%,-3.1%,-2.3%,-5.5%,4.4%,-7.8%,-3.0%,2.6%,-6.8%,-1.0%
NOD2 inhibition,-15.1%,-2.0%,0.4%,9.8%,-3.0%,9.7%,-9.3%,11.8%,7.5%,-96.8%
KOR beta-arrestin-2,-1.0%,0.1%,12.3%,2.0%,-1.3%,-1.6%,-5.0%,-1.7%,3.3%,-3.5%
